SRC3 TRFRET art = counter-screen for PPARgamma SRC-3 recruitment agonists: TR-FRET artefact | 99,000 tested, 0.39% active | AID 1048 | TR-FRET ratio at 8 µM | PPARgamma/SRC-3 format; hits give high values; in the data active = TR-FRET ratio above about 2000; note: inactives centre near 1600; reference of the scale not given here
SRC1 TRFRET art = TR-FRET artefact, counter-screen to PPARgamma/SRC-1 agonist assay. 99,000 tested, 0.34% active. TR-FRET ratio at 8 µM. TR-FRET detection artefact counter-screen, emission ratio; hits give high values. AID 1051; in the data active = TR-FRET ratio above about 2300; note: inactives centre near 1800; reference of the scale not given here
* marks the source's active call; other numbers are inactive results.

SMILES	SRC3 TRFRET art	SRC1 TRFRET art
CCOC(=O)C1=C(N)Oc2c(oc(CO)cc2=O)C1c1ccccc1 (stereo unspecified)	1542	1922
NC(=O)Cn1cc(C(=O)COc2ccccc2)c2ccccc21	1468	1599
Cc1ccc(CN2CCN(Cc3ccc(C)s3)CC2CCO)cc1 (stereo unspecified)	1734	1772
CN(C)C=NC(=O)c1cc(C(=O)c2ccccc2Cl)c[nH]1	1366	1496
Cc1cccc(Nc2nnc(SCC(=O)c3ccc(Br)s3)s2)c1C	2057*	2122
O=C(CCCc1ccccc1)NC1CC1	1477	1526
COc1ccc(-c2c(C)[nH]n3c(=O)c(Cc4ccccc4)c(C)nc23)cc1	1310	1569
CCCSc1nnc(-c2ccccc2N)c(=O)[nH]1	1725	1964
COC(=O)C1CCN(CC(=O)NC(=O)NC2CCCCC2)CC1	1560	1633
N#Cc1ccccc1CN1C(=O)NC(Cc2c[nH]c3ccccc23)C1=O (stereo unspecified)	1524	1700
Cc1cc2cc(CN(CCN(C)C)C(=S)NCc3ccco3)c(=O)[nH]c2cc1C	1436	1519
O=C(c1cc([N+](=O)[O-])ccc1N1CCOCC1)N1CCOCC1	1598	1739
COc1ccc(N2C(=O)C(Cc3ccccc3)NC2=S)cc1 (stereo unspecified)	1512	1877
O=C(c1cn(-c2ccc(Cl)c(Cl)c2)nn1)C1CC1	1553	1649
COc1cc(OC)cc(OCC(O)Cn2ccnc2)c1 (stereo unspecified)	1335	1729
CCc1nnc(NC(=O)C2CCCN(S(=O)(=O)c3ccc(OC)cc3)C2)s1 (stereo unspecified)	1560	1544
CS(=O)c1ccccc1O (stereo unspecified)	1444	1706
C#CCOCCOCCOCCNc1nc(N2CCN(C(=O)Cn3cc(CCCN=C(N)N)nn3)CC2)nc(N2CCN(C(=O)[C@H]([C@@H](C)CC)n3cc(CCCN=C(N)N)nn3)CC2)n1	1495	1563
COc1ccc(CCN(Cc2nc3ccccc3c(=O)[nH]2)C(=O)C2CC2)cc1	1523	1803
O=C(C(=O)N1CCOCC1)c1cn(CC(=O)N2CCc3ccccc3C2)c2ccccc12	1598	1993
Oc1[nH]c2ccc(Br)cc2c1N=Nc1ccc(C(F)(F)F)cn1	1686	1782
CCN(CC)S(=O)(=O)c1ccc(C)c(C(=O)Oc2cccc(-c3cnc4ccccc4n3)c2)c1	1376	1668
Cc1cccc(-c2nnc(NC(=O)c3ccc(Cl)cc3)o2)c1	1423	1735
Cc1ccc(CN2C(=O)NC(Cc3c[nH]c4ccccc34)C2=O)cc1 (stereo unspecified)	1589	1643

Six structures out of the list, sorted by heavy-atom count, descending.
SMILES	SRC3 TRFRET art	SRC1 TRFRET art
C#CCOCCOCCOCCNc1nc(N2CCN(C(=O)Cn3cc(CCCN=C(N)N)nn3)CC2)nc(N2CCN(C(=O)[C@H]([C@@H](C)CC)n3cc(CCCN=C(N)N)nn3)CC2)n1	1495	1563
CCN(CC)S(=O)(=O)c1ccc(C)c(C(=O)Oc2cccc(-c3cnc4ccccc4n3)c2)c1	1376	1668
O=C(C(=O)N1CCOCC1)c1cn(CC(=O)N2CCc3ccccc3C2)c2ccccc12	1598	1993
COc1ccc(N2C(=O)C(Cc3ccccc3)NC2=S)cc1 (stereo unspecified)	1512	1877
COc1cc(OC)cc(OCC(O)Cn2ccnc2)c1 (stereo unspecified)	1335	1729
O=C(c1cn(-c2ccc(Cl)c(Cl)c2)nn1)C1CC1	1553	1649

Additional entries follow:
SMILES	SRC3 TRFRET art	SRC1 TRFRET art
O=C(/C=C/c1ccc(Cl)cc1Cl)Nc1cccc(S(=O)(=O)NC2=NCCC2)c1	1545	2012
O=C(N=C1c2ccccc2CN1c1ccc(F)c(Cl)c1)c1cccnc1Cl	1506	1411
Cc1cc(C)n2cc(-c3ccc(Cl)cc3)c(C(=O)O)c2n1	1588	1717
CN(CCOc1ccccc1)CC(=O)Nc1ccc([N+](=O)[O-])cc1Cl	1490	1632
Cc1nn(Cc2ccccc2)c(Cl)c1C(=O)OCC#N	1647	1708
Cc1[nH]c2ccc(Cl)cc2c(=O)c1CN1CCCC1	1421	1756
O=C(C1=C[C@H](c2coc3ccccc3c2=O)C[C@H](OCCCCO)O1)N1CCN(Cc2ccc3c(c2)OCO3)CC1	1557	1767
COc1ccc(CC2(CO)CCN(S(=O)(=O)c3sccc3C)CC2)cc1	1418	1803
COc1ccc(C(=O)O/N=C(\N)c2ccccc2)c(OC)c1	1357	1940
CCCCCCCn1c(=N)n(CC(O)c2ccco2)c2ccccc21 (stereo unspecified)	1613	1838
O=C(Cc1cccc2ccccc12)Nc1ccc(OC(F)F)c(Cl)c1	1618	1898
O=c1[nH]c(=O)n(Cc2ccccc2)c2nc(-c3ccc(Oc4ccc(F)cc4)c([N+](=O)[O-])c3)n(CCO)c12	1732	2028
Cc1ccccc1C(=O)NC(=S)NCc1cccnc1	1590	1673
O=C(O)c1ccc(N2CCCCS2(=O)=O)cc1	1604	1679
O=[N+]([O-])c1ccccc1/C=C/C=N/n1c(-c2ccco2)n[nH]c1=S	1843	1955
COCCCNC(=O)CC(=O)N/N=C\c1ccc(SC)cc1	1642	1880
CCc1ccc(NC(=O)c2ccc(OC)c([N+](=O)[O-])c2)cc1	1524	1835
C=CCn1c(SCC(=O)Nc2ccc(F)cc2)nc2cc(C(=O)O)ccc2c1=O	1564	1490
O=C1NN(c2ccccc2)C(=O)/C1=C\c1ccc(-c2cc([N+](=O)[O-])ccc2O)o1	1685	1753
COc1cc(CC(=O)NCC2COc3ccccc3O2)cc(OC)c1OC (stereo unspecified)	1451	1747
O=c1oc2c(CN3CCOCC3)c(O)ccc2c2c1CCCC2	1540	1913
Cc1ccc(C)c(N=Nc2ccc(O)c3ncccc23)c1	1620	1976
COc1ccc(CN2CCN(Cc3cn(C)nc3-c3ccccc3)CC2CCO)c(C)c1C (stereo unspecified)	1362	1917
CC1CC(=O)N(c2ccc(NCCc3ccccc3)c([N+](=O)[O-])c2)C1=O (stereo unspecified)	1688	1879
CCOC(=O)c1ccc(NC2=CC(=O)CC(c3ccco3)C2)cc1 (stereo unspecified)	1806	2177
O=C(CSc1ncccn1)N/N=C/c1ccc(OC2CSC2)cc1	1615	1923
Cc1cccc(C(=O)Nc2nnc(SCC(=O)Nc3ccc4c(c3)oc3ccccc34)s2)c1	1697	1642
N=c1n(Cc2ccccc2Cl)c2ccccc2n1CC(O)c1ccco1 (stereo unspecified)	1570	1703
O=C(CN1C(=O)c2ccccc2C1=O)Nc1cccc([N+](=O)[O-])c1	1584	1861
Cc1cc2c(c(SCC(N)=O)n1)C(=O)OC2	1506	2011
COCCNC(=O)C(c1ccc(F)cc1)N(C(=O)CCC(=O)Nc1nccs1)c1ccc(C)cc1 (stereo unspecified)	1529	1504
COc1ccc(N(CC(=O)Nc2c(C)n(C)n(-c3ccccc3)c2=O)S(=O)(=O)c2ccccc2)cc1OC	1514	1812
O=C(N/N=C/c1sc(N2CCCCC2)nc1-c1cccs1)c1cccnc1	2001	2094
CC(C)Oc1ccc(C(=O)Nc2ccccc2N2CCOCC2)cc1	1528	1867
O=C(Nc1cccc(S(=O)(=O)N2CCCCC2)c1)c1ccc(OCC2CCCO2)cc1 (stereo unspecified)	1684	1925
Cc1ccc(C(=O)Nc2ccc(F)cc2)o1	1556	1684
COc1cc(/C=C/C(=O)OCC(=O)c2c(N)n(C)c(=O)n(C)c2=O)ccc1OCC#N	1643	1936
Cc1cn2c(nc(=O)c3cccnc32)s1	1579	1663
CCOC(=O)Cc1[nH]nc2c1C(c1cccc(OC)c1OC)C(C#N)=C(N)O2 (stereo unspecified)	1739	1863
Cc1nn(C(=O)c2nn(C)cc2[N+](=O)[O-])c(C)c1Br	1539	1840
O=C(Cc1ccc(F)cc1)N/N=C/c1ccccn1	1688	1819
Cc1ccc(NC(=O)CC2=NC(=O)C(CC(=O)Nc3ccccc3C)S2)cc1 (stereo unspecified)	1662	1922
O=C(Nc1ccccn1)C1(c2cccs2)CCOCC1	1330	1606
O=C(CN1CCN(c2ccccc2F)CC1)NC(=O)NCc1ccco1	1683	1835
COc1ccc(NC(=O)Cc2ccc(Cl)cc2Cl)cn1	1430	1759
CC(=O)Nc1ccc(SCC(=O)Nc2cc(C(C)(C)C)nn2-c2ccccc2)cc1	1671	1933
Cc1ccc(C)c(OCCn2cc(/C=C(/C#N)C(=O)NCC3CCCO3)c3ccccc32)c1 (stereo unspecified)	1523	1938
COc1ccc(O)c(N)c1	1525	1913
O=C(O)c1cc(-c2ccccc2)nc2ccccc12	1733	1882
O=C(COc1ccc(Br)cc1)Nc1ccccc1N1CCCC1	1647	2071
CCCCNC(=O)CNC(=S)N(CCCN1CCOCC1)Cc1cccs1	1463	1681
CCOc1ccc(C(=O)Nc2ccccc2NC(C)=O)cc1OCC	1780	2042
COc1ccc(OC)c(/C=C2\S/C(=N/NC(=O)c3ccc4ccccc4c3)NC2=O)c1	1560	1639
CC(C)C(NC(=O)c1ccccc1Br)c1ccccc1 (stereo unspecified)	1606	1774
COc1ccc(CCNC(=O)CCCCCN2C(=O)c3ccccc3C2=O)cc1OC	1695	1929
CCn1nnnc1NC(=O)c1cccc(OC)c1	1600	1824
COCc1c(C(=O)OCC(=O)NCCN2C(=O)CSC2=O)oc2ccccc12	1591	2004
Cc1c(Cl)c(=O)oc2cc(OC(C)C)ccc12	1460	1760
Cc1ccc(NCc2n[nH]c(=S)n2-c2ccccc2)cc1Cl	1505	1917
O=C(NCCc1ccccc1)C(=S)N1CCCCC1	1435	1678

Additional compounds follow:
SMILES	SRC3 TRFRET art	SRC1 TRFRET art
O=C(Cn1cc2c(n1)CCCCC2)NC1CCCCCC1	1533	1704
COc1ccc(CCNC(=O)C(=O)NCC2OCCN2S(=O)(=O)c2ccc(Br)cc2)cc1OC (stereo unspecified)	1595	1804
CC(Oc1cccc(Cl)c1)C(=O)NCCCCc1ccccc1 (stereo unspecified)	1480	1676
O=C(COC(=O)C1CCN(S(=O)(=O)c2cccs2)CC1)NCc1ccccc1	1289	1912
O=C(Nc1ccccc1N1CCCC1)c1cccc(Cl)c1Cl	1694	1713
COc1ccc(NC(=O)c2ccc3c(c2)NC(=O)CO3)cc1OC	1428	1861
Cc1ccc(C(=O)c2cc([N+](=O)[O-])ccc2N2CCCCC2)cc1	1434	1597
O=C1C2C3c4ccccc4C(c4ccccc43)C2C(=O)N1c1ccncc1 (stereo unspecified)	1694	2026
Cc1ccc(C(=O)OC2OC(=O)C(Cl)=C2N2CCOCC2)cc1 (stereo unspecified)	1729	1756
CC(=O)Nc1ccc(S(=O)(=O)NCc2cccnc2)cc1	1769	1966
O=C(O)CC(c1cccc2ccccc12)N1Cc2ccccc2C1=O (stereo unspecified)	1488	1628
Cc1ccc2c(c1)Oc1ccc(NC(=O)CCCl)cc1C(=O)N2	1610	1923
Cc1ccc(S(=O)(=O)Nc2ccc(NC(=O)Nc3ccc(F)cc3F)cc2)cc1	1780	1749
O=S(=O)(NCCN1CCOCC1)c1ccc2c(c1)OCCO2	1490	1928
COc1ccc(/C=N/n2c(-c3n[nH]c4c3CCC4)n[nH]c2=S)cc1OC	1490	1639
COc1ccc(Cc2nc3ccccc3[nH]2)cc1OC	1560	1708
CCOc1cc(NS(=O)(=O)c2ccc(NC(C)=O)cc2)c(OCC)cc1NC(=O)c1cccs1	1536	1843
N#C/C(=C\c1ccccc1OCc1ccc(C(=O)O)cc1)c1ccccc1	1513	1767
CN=C(Nc1ccc(Br)cc1)SC1CC(=O)N(c2ccc(OC)cc2)C1=O (stereo unspecified)	1541	1827
CN(C(=O)c1ccc(OC2CCN(CCc3ccccc3)CC2)cc1)C1CCOCC1	1610	1505
CN(C(=O)COC(=O)/C=C/c1ccc2ccccc2n1)C1CCS(=O)(=O)C1 (stereo unspecified)	1817	1896
C[C@H](NC(=O)c1nc[nH]c1C(=O)NCCCCCNC(=O)OC(C)(C)C)C(=O)OCc1ccccc1	1655	1860
COc1ccc(NC2=C(c3ccc(OC)cc3)C(=O)c3ccccc32)cc1	1732	1765
CCCNC(=O)c1cccc(NC(=O)C(C)C)c1	1428	1675
CC(=O)c1cc2c(cc1NC(=O)c1ccccc1C)OCO2	1562	1698
COc1ccc(/C=C/C(=O)N(c2ccccn2)C2CCCCC2)cc1OC	1505	1576
CCCC1Nc2ccc(C(=O)O)cc2C2C=CCC12 (stereo unspecified)	1483	1596
COc1cc2nc(CN3CCC(C(O)(c4ccccc4)c4ccccc4)CC3)[nH]c(=O)c2cc1OC	1382	1714
Cc1ccccc1OCC(=O)NNC(=O)CSc1nc(N)cc(N)n1	1488	1875
O=C(NC(=S)NNC(=O)c1ccccc1O)c1cccnc1	1556	1901
O=C(NCc1ccc(F)cc1)C(C(=O)NCc1ccc(F)cc1)c1ncc(C(F)(F)F)cc1Cl	1467	1500
O=C(NNc1cccc(Cl)n1)c1cccnc1Cl	1523	1832
COCCn1c(-c2ccc(Br)cc2)csc1=Nc1cccnc1	1585	1708
COC(=O)C1C(=O)c2c([nH]c(C(=O)OCC3CCCO3)c2C)CC1C (stereo unspecified)	1543	1577
COCCNC(=O)c1cc2nc3c(c(C(F)(F)F)n2n1)CCc1ccccc1-3	1638	1657

Reprinted at random: 7 records from the list, in no set order.
SMILES	SRC3 TRFRET art	SRC1 TRFRET art
COCCn1c(-c2ccc(Br)cc2)csc1=Nc1cccnc1	1585	1708
Cc1ccccc1OCC(=O)NNC(=O)CSc1nc(N)cc(N)n1	1488	1875
COc1cc2nc(CN3CCC(C(O)(c4ccccc4)c4ccccc4)CC3)[nH]c(=O)c2cc1OC	1382	1714
O=C(NCc1ccc(F)cc1)C(C(=O)NCc1ccc(F)cc1)c1ncc(C(F)(F)F)cc1Cl	1467	1500
CC(=O)c1cc2c(cc1NC(=O)c1ccccc1C)OCO2	1562	1698
CCCC1Nc2ccc(C(=O)O)cc2C2C=CCC12 (stereo unspecified)	1483	1596
O=C(NNc1cccc(Cl)n1)c1cccnc1Cl	1523	1832
